HTT cytoprotect = Huntington cell model cytoprotection by ATP luminescence; PC12 HTT-Q103 induced, cytoprotection, ATP luminescence, 40 h; Potency, µM (highest dose often 56.4 µM), for inactives: cytoprotection (ATP increase), hits mostly activators; actives 0.14% (n = 230,000); AID 1471;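 further: % of control where 0% means no effect; nearly all actives have a fitted effect of over 45% in size; toxic huntingtin expression switched on by the ecdysone agonist tebufenozide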
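Readout: ATPlite luminescence (ATP level). Model: stable PC12, inducible Htt exon1 Q103-GFP. Inducer: tebufenozide, 100 nM final. Compounds: dose series. No G418 in medium.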
Tau fibril FP = inhibitors of human tau fibril formation; P10636; K18 P301L tau heparin fibrillization, Alexa594 FP, 6 h; Potency, µM (doses to about 57.7 µM), without a hit: top-dose activity, negative = inhibition, hits mostly inhibitors; actives 0.39% (n = 280,000); further: on the % scale 0 is the no-effect control and ±100 the full control effect; nearly all actives have a fitted effect of over 55% in size
Target sequence (P10636 561-689 P618L limits assumed): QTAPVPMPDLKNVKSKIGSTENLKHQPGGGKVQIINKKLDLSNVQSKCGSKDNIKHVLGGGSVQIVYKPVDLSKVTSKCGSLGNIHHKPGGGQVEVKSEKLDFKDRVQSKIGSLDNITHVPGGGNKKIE
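Quantitative HTS format: compounds meet 15 uM recombinant K18 P301L tau and Alexa 594-tau tracer in 100 mM sodium acetate pH 7; 20 uM heparin triggers fibrillization at 37 C over 6 hr; FP gives the signal.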
Tau fluor cs = counter-screen for tau fibril formation inhibitors; tau K18 P301L Alexa594 fluorescence, heparin fibrillization; Potency, µM (doses to about 57.7 µM), for inactives: top-dose activity change, negative = decrease; actives 0.93% (n = 280,000); further: on the % scale 0 is the no-effect control and ±100 the full control effect; nearly all actives have a fitted effect of over 55% in size
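Human K18 P301L tau (15 uM unlabeled plus 0.24 uM Alexa 594-labeled, final) in 100 mM sodium acetate pH 7 was mixed with compound and 20 uM heparin and incubated 6 hr at 37 C.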
TRb SRC2 PPI = disrupts binding of human TR beta to SRC2; TRbeta-SRC2 peptide binding, fluorescence polarization; receptor liganded with 1 µM T3; Potency, µM (top dose mostly 106 µM), for the others: at the highest dose activity change, negative = inhibition, actives largely listed as inhibitors; actives 0.065% (n = 280,000); AID 1469;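 further: plate controls were bound peptide for no effect and peptide without receptor for full effect; nearly all actives have a fitted effect of over 50% in size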
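Quantitative HTS by FP: 0.6 uM TRb LBD, 20 nM labeled SRC2 20-mer, 1 uM T3, 5% DMSO; 5 hr ambient incubation; % activity per concentration and potencies from concentration series.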
L3MBTL1 inh = L3MBTL1 (human) inhibition | AlphaScreen L3MBTL1–H3K9me1 peptide binding | Potency, µM (series often up to 57.1 µM), without a hit: top-dose activity, negative = inhibition, most hits filed as inhibitors | actives 0.66% (n = 230,000) | AID 485360; further: on the % scale 0 is the no-effect control and ±100 the full control effect; nearly all actives have a fitted effect of over 60% in size
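AlphaScreen proximity signal between nickel-chelate acceptor and streptavidin donor beads (final 10 ug/mL) reports binding of 50 nM L3MBTL1 to 75 nM biotin-H3 K9me1 peptide; complex incubated with compounds 30 min at room temperature; cefsulodin titration as control.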
RECQ1 helicase = blocks DNA unwinding by human RECQ1 | Potency, µM (titrated, usually from 57.3 µM), for the others: top-dose activity, negative = inhibition, usual class: inhibitors | P46063 | RECQ1 DNA unwinding, red fluorescence kinetic read | AID 2549 | actives 0.54% (n = 240,000);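 further: plate controls were vehicle for no effect and no enzyme for full effect; nearly all actives have a fitted effect of over 30% in size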
Target sequence (P46063 whole entry, looked up): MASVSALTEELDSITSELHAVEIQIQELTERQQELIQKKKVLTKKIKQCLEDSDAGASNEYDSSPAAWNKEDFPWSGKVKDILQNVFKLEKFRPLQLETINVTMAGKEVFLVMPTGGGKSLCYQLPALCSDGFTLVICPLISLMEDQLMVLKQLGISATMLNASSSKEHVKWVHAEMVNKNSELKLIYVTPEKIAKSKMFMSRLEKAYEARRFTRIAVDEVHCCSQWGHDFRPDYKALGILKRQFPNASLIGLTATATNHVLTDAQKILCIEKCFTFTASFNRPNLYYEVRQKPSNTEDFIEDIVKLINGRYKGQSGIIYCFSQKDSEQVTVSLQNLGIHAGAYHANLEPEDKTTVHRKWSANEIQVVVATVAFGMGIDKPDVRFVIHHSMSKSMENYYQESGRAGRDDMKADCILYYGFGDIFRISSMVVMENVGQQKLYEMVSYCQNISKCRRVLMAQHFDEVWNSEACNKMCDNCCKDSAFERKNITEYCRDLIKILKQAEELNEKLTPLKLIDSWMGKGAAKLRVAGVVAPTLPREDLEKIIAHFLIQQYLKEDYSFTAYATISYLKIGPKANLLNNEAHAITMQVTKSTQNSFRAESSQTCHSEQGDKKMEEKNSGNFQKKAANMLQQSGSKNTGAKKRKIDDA
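RECQ1T1 50 nM; forked duplex (20 bp + 30-nt ss tails) 200 nM, ATP 2 mM final; pH 8.0, 2 mM MgCl2, 2.5 ug/ml poly(dI-dC); 15 min compound preincubation; discontinuous kinetic read over 2 h at RT.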
TexasRed fluor = Texas Red fluorescence interference in TRb-SRC2 counter-screen; AID 1479; actives 0.29% (n = 280,000); TRb/SRC2 Texas Red total fluorescence interference; Potency, µM (top dose mostly 106 µM), without a hit: at the top dose fluorescence change, negative = quenching; active means well fitted curve in either direction with a large enough effect; inconclusive means small, poorly fitted or top-dose-only effect; further: on the % scale 0 is the no-effect control and ±100 the full control effect
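Flags fluorescent or light-absorbing compounds by total fluorescence, S + 2P, at 555 nm excitation and 632 nm emission. Mixture: 20 nM Texas Red SRC2 peptide, 0.6 uM human TRb LBD, 1 uM T3, 5% DMSO; compound exposure 5 h at ambient temperature.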
Tau fibril ThT = inhibitors of human tau fibril formation, thioflavin T binding. P10636. recombinant tau K18 P301L (four-repeat tau fragment), heparin-induced fibrillization, ThT fluorescence. Potency, µM (titrated, usually from 57.4 µM), for inactives: at the top dose activity, negative = inhibition, most hits filed as inhibitors. actives 2.1% (n = 270,000). AID 1460; further: on the % scale 0 is the no-effect control and ±100 the full control effect; nearly all actives have a fitted effect of over 55% in size
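Heparin-induced fibrillization of the P301L-mutant K18 repeat-domain fragment of human tau was followed by ThT binding in quantitative high-throughput format.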
Active calls of the source: *; i = inactive; u = inconclusive; x = no result given; & = joins results of further samples; ! = a repeat was not active; [ ] = dose if it differs, or a comment. Unless noted, the call rests on the fitted dose curve; in most records, active means well fitted curve in the direction sought with a large enough effect; inconclusive means small, poorly fitted or top-dose-only effect, or another doubt; inactive means no such curve, though single readings can be large; an effect the other way counts as inactive or inconclusive. Potency means the concentration at half of the fitted maximal effect.

SMILES	HTT cytoprotect	Tau fibril FP	Tau fluor cs	TRb SRC2 PPI	L3MBTL1 inh	RECQ1 helicase	TexasRed fluor	Tau fibril ThT
Cc1ccc(/C=C/C(=O)Nc2nc3ccccc3[nH]2)cc1	11%[10 µM]	u	0%	10%	3%	-5%	-20%	12%
N#Cc1cc(N2CCOCC2)nc2ccccc12	-77%[inhibitor][10 µM]	-10%	-8%	5%	59%[activator]	-5%	0%	-3%
CCN(C(=O)CN1CCN(c2ccccc2F)CC1)c1c(N)n(Cc2ccccc2)c(=O)[nH]c1=O	-8%	-1%	-3%	6%	x	-3%	2%	-1%
Oc1ccc(N=Nc2n[nH]c(-c3ccc(Br)cc3)n2)cc1	11%[10 µM]	-15%	u	-1%	-10%	-5%	-9%	2.2µM*
COc1ccc(CNC(=O)c2cc(-c3ccc(C)cc3)nc3n[nH]c(-c4ccc(Br)cc4)c23)cc1	x	-15%	3%	-1%	x	x	0%	11%
O=C(CN1CCc2ccccc21)NCc1ccccc1Cl	11%[10 µM]	4%	-15%	6%	-8%	0%	3%	-8%
Cn1c(-c2ccc3nc(N)sc3c2)nc2cc(N)ccc21	1%[10 µM]	-11%	-30%	-4%	x	-15%	-15%	u
COCC(=O)Nc1nnc(-c2ccc(C(C)(C)C)cc2)s1	-56%[inhibitor][10 µM]	-2%	-13%	-2%	4%	18%	-1%	u
O=c1c2ccccc2c2ccccc2c(=O)n1CC1CCCO1 (configuration not stated)	-1%	-2%	-3%	-2%	0%	-6%	-4%	1%
CNC(=O)CCc1[nH]c2ccccc2c1Sc1ccccc1	-10%[10 µM]	6%	-10%	-4%	-11%	8%	1%	-9%
Cc1ccc(S(=O)(=O)[N-]c2nc3ccccc3nc2-n2cc[n+](CCC(C)C)c2)cc1	-3%	-6%	-8%	-12%	x	i	2%	-10%
CC(C)N(C)CCOC(=O)C1COc2ccccc2O1 (configuration not stated)	-2%[10 µM]	-5%	-7%	8%	3%	-1%	-2%	-5%
C/C(CC(=O)Nc1ccc(Cl)c(Cl)c1)=N\NC(N)=S	u	-2%	-9%	-4%	4%	-2%	-3%	-5%
COc1ccccc1C(=O)N(Cc1cccs1)C1CCS(=O)(=O)C1 (configuration not stated)	-11%[0.074 µM]	-6%	-6%	-5%	6%	-6%	-1%	-13%
Cc1cc(NC(=O)c2ccc([N+](=O)[O-])cc2)n(C)n1	4%[10 µM]	-2%	-7%	-8%	-8%	17%	-3%	-6%
Clc1ccccc1CNc1ncnc2c1c(-c1ccccc1)cn2-c1ccccc1	x	0%	-1%	1%	x	x	0%	1%
CCC(=O)Oc1ccc(C(CC)C(CC)c2ccc(OC(=O)CC)cc2)cc1 (configuration not stated)	x	4%	-8%	4%	5%	-9%	0%	-11%
C=C(C)C(=O)N1CC2(CC(c3cccc(NC(=O)CC(c4ccccc4)c4ccccc4)c3)=NO2)C[C@H]1C(N)=O (some centres not stated)	15%[10 µM]	1%	-16%	-1%	x	-25%	-1%	-2%
CC1CN(C(=S)SCCN2C(=O)CCC2=O)CC(C)O1 (configuration not stated)	12%[10 µM]	3%	3%	-10%	-10%	21%	1%	6%
COc1ccc(NC(=O)CSc2nnc(-c3nonc3NC(C)=O)n2C)cc1Cl	x	-11%	-3%	-4%	x	x	u	-4%
COc1ccc(OC)c(S(=O)(=O)N2CCC(C(=O)N(C)Cc3ccccc3)CC2)c1	-2%[10 µM]	x	x	-6%	x	-2%	-3%	x
COc1cc(C(CC(=O)N2CCCC2)c2c(OC)cc(OC)c3ccc(=O)oc23)cc(OC)c1OC (configuration not stated)	29%[10 µM]	4%	8%	2%&2%	x	i	0%&-2%	4%
CCCSc1nnc2n(-c3ccccc3OC)c(=O)c3c4c(sc3n12)CCC4	-6%	7%	1%	-3%	5%	-19%	-2%	-7%
CC(C)[C@H](NC(=O)c1ccccc1)C(=O)OCc1nc2scc(-c3ccccc3)c2c(=O)[nH]1	-14%[10 µM]	-6%	-2%	-7%	3%	10%	-3%	0%
O=C(CN1C=NS(=O)(=O)c2ccccc21)Nc1ccc(F)cc1	x	-7%	-12%	-5%	x	x	-4%	-2%
COc1ccc(/C=C(\NC(=O)/C=C/c2ccco2)C(=O)NCCc2nc3ccccc3[nH]2)cc1	-7%[10 µM]	1%	-23%	0%	-14%	-12%	-4%	u
COc1cc(OC)cc(C(=O)Nn2cc(C(=O)Nc3c(F)cccc3F)c3ccccc3c2=O)c1	x	-4%	-20%	6%	-15%	-9%	-1%	-10%
CCOc1ccc(NC(=O)CCc2c(C)nc3c4c(C)cc(C)nc4nn3c2C)cc1	x	-3%	-10%	-10%	x	x	-1%	-6%
CCOC(=O)C1CCN(C(=O)C(C)Oc2ccc(Br)cc2)CC1 (configuration not stated)	-19%	-3%	-4%	3%	5%	18%	-3%	0%
COc1ccc(N(C(=O)c2ccc(C)cc2)S(=O)(=O)c2cccs2)cc1	20%[10 µM]	-2%	-13%	-10%[53 µM]	-1%	-9%	-3%[53 µM]	6%
Nc1nnc(SCc2cn3cc(Cl)ccc3n2)s1	-31%[inhibitor]	-2%	4%	3%	24%	-3%	2%	-7%
Nc1ccc(C(=O)Nc2ccc3nc(-c4ccncc4)[nH]c3c2)cc1	15%[10 µM]	6%	-19%	1%	10%	i	-4%	u
CCn1c(SCC(=O)Nc2ccc(C)cc2Br)nnc1-c1nonc1NC(C)=O	x	8%	-4%	-7%	x	x	u	-16%
CC1(C)Cc2c(c(-c3ccco3)nc3sc4c(NCC5CCCO5)ncnc4c23)CO1 (configuration not stated)	-3%[10 µM]	2%	-13%	2%	u	-9%	2%	-2%
COc1ccccc1OCCC(=O)OCC(=O)c1[nH]c(C)c(C(C)=O)c1C	11%[10 µM]	-2%	-2%	-1%	-1%	i	-4%	u
C=CC[n+]1c(-c2ccc(OC)c(OC)c2)csc1NNC(=O)Nc1ccccc1	-26%	-13%	-27%	-9%	-18%	-6%	-3%	u
COc1cccc(CNC(=O)CCS(=O)(=O)c2cccs2)c1	2%	1%	1%	1%	2%	-12%	0%	-5%
CC(C)(C)NC(=O)C(=O)N/N=C/c1cccs1	-12%	2%	-10%	-6%	4%	-2%	-4%	-15%
CC(C)C[C@H](NC(=O)[C@H](CCCCN)NC(=O)[C@H](CCCNC(=N)N)NC(=O)[C@H](C)NC(=O)[C@H](CO)NC(=O)[C@H](CCCCN)NC(=O)[C@H](CCCNC(=N)N)NC(=O)[C@H](C)NC(=O)CNC(=O)[C@@H](NC(=O)[C@H](Cc1ccccc1)NC(=O)CNC(=O)CNC(=O)[C@@H](N)Cc1ccccc1)[C@H](C)O)C(=O)N[C@@H](C)C(=O)N[C@@H](CC(N)=O)C(=O)N[C@@H](CCC(N)=O)C(=O)O	-5%	3%	4%	7%	x	i	0%	2%
O=C1c2cccc3c(Cl)ccc(c23)C(=O)N1O	25%	-4%	-8%	3%	-3%	-5%	-2%	u

Part of the list above, with each value named:
molecule: CCn1c(SCC(=O)Nc2ccc(C)cc2Br)nnc1-c1nonc1NC(C)=O
  HTT cytoprotect: x
  Tau fibril FP: 8%
  Tau fluor cs: -4%
  TRb SRC2 PPI: -7%
  L3MBTL1 inh: x
  RECQ1 helicase: x
  TexasRed fluor: u
  Tau fibril ThT: -16%

molecule: CC1(C)Cc2c(c(-c3ccco3)nc3sc4c(NCC5CCCO5)ncnc4c23)CO1 (configuration not stated)
  HTT cytoprotect: -3%[10 µM]
  Tau fibril FP: 2%
  Tau fluor cs: -13%
  TRb SRC2 PPI: 2%
  L3MBTL1 inh: u
  RECQ1 helicase: -9%
  TexasRed fluor: 2%
  Tau fibril ThT: -2%

molecule: COc1ccccc1OCCC(=O)OCC(=O)c1[nH]c(C)c(C(C)=O)c1C
  HTT cytoprotect: 11%[10 µM]
  Tau fibril FP: -2%
  Tau fluor cs: -2%
  TRb SRC2 PPI: -1%
  L3MBTL1 inh: -1%
  RECQ1 helicase: i
  TexasRed fluor: -4%
  Tau fibril ThT: u

molecule: C=CC[n+]1c(-c2ccc(OC)c(OC)c2)csc1NNC(=O)Nc1ccccc1
  HTT cytoprotect: -26%
  Tau fibril FP: -13%
  Tau fluor cs: -27%
  TRb SRC2 PPI: -9%
  L3MBTL1 inh: -18%
  RECQ1 helicase: -6%
  TexasRed fluor: -3%
  Tau fibril ThT: u

Additional records.
SMILES	HTT cytoprotect	Tau fibril FP	Tau fluor cs	TRb SRC2 PPI	L3MBTL1 inh	RECQ1 helicase	TexasRed fluor	Tau fibril ThT
CCCCNc1cc(=O)n(C)c(=O)[nH]1	-1%	-5%	-8%	7%	x	-1%	-2%	-8%
CCOC(=O)c1[nH]c(C)c(C(=O)OCCOc2cccc(C)c2)c1C	0%[1.9 µM]	-8%	-12%	-7%	5%	-3%	8%	-15%
O=Nc1c(-c2c(O)[nH]c3ccccc23)[nH]c2ccccc12	1.3µM*!	u	16µM*[quencher]	2%&21%&2%&13%	x	u	-11%&-16%&-11%&-19%	2.8µM*
Cc1ccc(C)n1-c1c(C(=O)NN)cnn1-c1ccccc1	19%[10 µM]	0%	5%	-4%	-1%	-1%	-3%	-3%
Cc1cc(C)c(NC(=O)C2CCN(c3nc4ccccc4[nH]3)CC2)c(C)c1	x	-1%	0%	4%	x	x	-2%	-10%
CCC(C)(C(=O)NC1CCCC1)N(Cc1cccs1)C(=O)c1ccc2c(c1)OCO2 (configuration not stated)	7%[10 µM]	0%	6%	12%	-15%	-7%	-22%	3%
O=C(NNC1CC(=O)N(c2ccc3c(c2)OCCO3)C1=O)c1ccc(Cl)cc1 (configuration not stated)	20%	4%	-12%	0%	x	7%	-2%	-13%
O=C(COS(=O)c1ccccc1)Nc1cc(Cl)ccc1N1CCOCC1 (configuration not stated)	-15%	-7%	-15%	-5%	52%[activator]	i	-6%	-12%
CCC(C)Sc1nc2c(cnn2-c2ccccc2)c(=O)[nH]1 (configuration not stated)	-37%[10 µM]	-1%	-3%	13%	42%[activator]	4%	-5%	3%
CCCCS(=O)(=O)c1oc(-c2ccc(F)cc2)nc1S(=O)(=O)c1ccccc1	x	-31%	-13%	-9%	x	x	-71%	-7%

Assay outcomes: PubChem, National Center for Advancing Translational Sciences (NCATS)

Only part of the results is shown (hit frequency here may not be typical).
